MC4R barr agon = human MC4R agonism via beta-arrestin. 0.98% of 360,000 active. AID 540308. U2OS MC4R beta-arrestin complementation, luminescence; percent of melanotan II response, DMSO zero. activation, % at 8.9 µM. P32245;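 active = activation above a per-plate cutoff, the mean activation of sample wells on that plate plus 3 SD, cut at about 8% in these data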
NOD2 RIPK2 PPI = inhibitors of human NOD2-RIPK2 interaction | O43353 | 0.38% of 360,000 active | inhibition, % at 4.98 µM | AID 624267 | CHO BLA complementation NOD2-RIPK2, CCF4 ratio; in the data active = inhibition above about 21%;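 also: 0% = vehicle only and 100% = reference blocker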
Vif inh = inhibitors of HIV Vif; inhibition, % at 7.49 µM; HEK293T cells, Vif self-association by quenched fluorescence, imaging, 24 h; AID 602346; 0.35% of 340,000 active; in the data active = inhibition above about 50%, passing the limit was not always enough; inconclusive = no clear call, values can overlap the other calls; inactive = below about 31%; also: some results filed as inactive read as strong as hits
N-glyco inh = blocks N-linked glycosylation in D54 reporter cells | D54 ERlucT glycosylation luciferase reporter, 24 h; percent of 100 nM tunicamycin response | 0.23% of 360,000 active | AID 588692 | reporter increase, % at 12.5 µM;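 active = mean luciferase reporter signal, scaled so untreated is 0 and the glycosylation-blocking control 100, at or above a set limit in every replicate; inconclusive = mean reaches the limit but not every replicate does; inactive = mean below the limit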;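 also: luciferase carries N-glycosylation sites so blocking glycosylation raises the light; 0% = median of neutral control wells and 100% = median of 100 nM tunicamycin wells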
Granule exo inh = lytic granule exocytosis inhibition | TALL-104 LAMP-1 surface exposure, flow cytometry; cells stimulated with thapsigargin and PMA | inhibition, % at 10 µM | 0.66% of 360,000 active | AID 651702;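 active = inhibition above about 55%, limit read from the data; inconclusive = no clear call, values can overlap the other calls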
MC4R antag cAMP = blocks human MC4R cAMP signaling. P32245. MC4R-expressing cells, MTII-stimulated cAMP, LANCE TR-FRET. inhibition, % at 6.5 µM. 0.48% of 360,000 active. AID 540295;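 active = inhibition above its plate's cutoff, the mean of tested wells on that plate plus 3 SD, cut at about 29% in these data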;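 also: 0% = Melanotan II alone and 100% = Melanotan II plus saturating MCL0020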
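Assay system: U2OS-MC4R stable cell line; Also added: Melanotan II; Technique: Eu-cAMP/anti-cAMP TR-FRET, emission 671 nm; Times: 30-min compound, 1-h challenge, 1-h detection, room temperature.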
ABHD5-PLIN5 inh = ABHD5-PLIN5 protein interaction inhibition; Q00G26+Q8WTS1; Split G. princeps luciferase complementation, luminescence, 4 h; inhibition, % at 4 µM; 0.78% of 360,000 active;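 active = inhibition above the mean inhibition across every tested compound plus 3 SD, cut at about 22% in these data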;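 also: 0% = DMSO only wells and the 100% control is not disclosed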
Target sequence (Q00G26 whole entry, looked up): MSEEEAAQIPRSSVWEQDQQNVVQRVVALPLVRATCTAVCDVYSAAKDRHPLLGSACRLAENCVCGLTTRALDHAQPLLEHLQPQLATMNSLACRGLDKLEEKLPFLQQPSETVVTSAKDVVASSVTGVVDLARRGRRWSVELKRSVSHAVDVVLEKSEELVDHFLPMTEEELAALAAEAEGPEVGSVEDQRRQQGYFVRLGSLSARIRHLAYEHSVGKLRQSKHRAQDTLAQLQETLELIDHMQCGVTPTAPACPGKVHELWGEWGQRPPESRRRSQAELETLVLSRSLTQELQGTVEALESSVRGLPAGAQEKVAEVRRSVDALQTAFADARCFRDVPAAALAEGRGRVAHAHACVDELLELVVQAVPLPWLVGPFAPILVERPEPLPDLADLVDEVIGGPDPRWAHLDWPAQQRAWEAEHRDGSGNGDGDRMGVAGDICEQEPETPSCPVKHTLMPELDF
Target sequence (Q8WTS1 whole entry, looked up): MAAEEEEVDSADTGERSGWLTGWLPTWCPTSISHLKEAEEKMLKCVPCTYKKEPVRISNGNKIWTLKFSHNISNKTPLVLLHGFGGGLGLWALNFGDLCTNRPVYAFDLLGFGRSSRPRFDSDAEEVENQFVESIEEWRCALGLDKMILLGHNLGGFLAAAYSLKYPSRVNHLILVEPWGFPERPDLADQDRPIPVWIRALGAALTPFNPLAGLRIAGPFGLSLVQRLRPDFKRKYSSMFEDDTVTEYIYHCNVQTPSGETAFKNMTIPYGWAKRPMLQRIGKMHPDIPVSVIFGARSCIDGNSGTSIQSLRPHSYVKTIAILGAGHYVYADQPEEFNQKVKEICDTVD
aDG glyco up = increases alpha dystroglycan glycosylation. Pro5-aDG cells, alpha-DG glycosylation AlphaScreen (IIH6); 0% Pro5, 100% B10-LARGE cell signal. activation, % at 10 µM. 0.22% of 360,000 active;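 active = activation of at least 8% versus controls, or a plate z-score of at least 8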;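 also: Pro5 are CHO cells carrying HIG-tagged alpha-DG that lacks glycosylation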
TLR9-MyD88 block = inhibitors of human TLR9-MyD88 binding. CHO BLA complementation TLR9-MyD88, CCF4 FRET ratio. inhibition, % at 4.98 µM. 0.21% of 340,000 active. AID 504734;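 active = inhibition above the mean over all tested compounds plus 3 SD, cut at about 21% in these data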;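 also: 0% = DMSO only wells and 100% = clavulanate BLA inhibitor control wells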
ABCB6 inh MLPCN = blocks the human ABCB6 transporter; K562-ABCB6 porphyrin accumulation, flow cytometry, 1 h; stronger effect = lower value; Q9NP58; fluorescence ratio to DMSO, % at 10 µM; 0.19% of 360,000 active;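 active = fluorescence ratio to DMSO below 75%, the collection mean minus 3 SD; inconclusive = too few cells collected in the well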;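 also: signal is porphyrin accumulated inside mitochondria; 100% equals median channel fluorescence of DMSO control wells; lower ratio means ABCB6 inhibition with less porphyrin fluorescence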
An asterisk follows results filed as active; ? = inconclusive; . = not tested or not shown.

item	SMILES	MC4R barr agon	NOD2 RIPK2 PPI	Vif inh	N-glyco inh	Granule exo inh	MC4R antag cAMP	ABHD5-PLIN5 inh	aDG glyco up	TLR9-MyD88 block	ABCB6 inh MLPCN
1	CC1CN(c2ccc(C(=O)c3ccccc3C(=O)O)cc2[N+](=O)[O-])CC(C)O1 (configuration not stated)	-3.5	9	-5	0	-6	0	-4	-0.1	-2	92
2	COc1cc(C(=O)O)c2ccccc2n1	-1.1	-6	17	3	0	9	3	0.0	-21	105
3	COc1ccc(N(CC(=O)N/N=C/c2cccc3c2OCCO3)S(=O)(=O)c2ccc(NC(C)=O)cc2)cc1	0.3	15	13	-1	-6	15	2	-0.4	-7	92
4	O=C(CCCCCN1C(=O)c2cccc3cccc(c23)C1=O)N1CCOCC1	-0.2	0	-8	-1	-1	15	-2	0.0	-10	97
5	OCCN(Cc1ccccc1)Cc1ccccc1O	0.0	1	-4	1	0	5	-4	0.3	7	101
6	CN1CCN(NC(=S)NC2CCCCC2)CC1	-1.3	-4	3	1	4	1	1	0.0	2	99
7	COc1cccc(-c2nnc(SCC(N)=O)n2-c2ccc(Cl)cc2)c1	0.5	5	.	0	-6	27	2	0.3	4	92
8	Cc1nc(CSc2nnc3scc(-c4ccc(Cl)cc4)n23)cs1	-3.3	-1	3	0	0	8	4	0.0	-3	98
9	OCC[C@@H]1C[C@@H](O)[C@H](O)[C@@]2(CCCc3ccccc3O2)O1	-1.4	-6	0	2	-2	-6	-2	-0.1	2	95
10	CCOc1ccccc1NC(=O)c1cccc2ccccc12	-0.2	6	?	2	-6	5	8	0.1	4	102
11	CCOC(=O)C1(CCCc2ccccc2)CCN(C(=O)CCn2cncn2)CC1	0.7	-13	-4	0	1	13	2	0.0	6	95
12	COc1ccc(C2CC2/C(=N/OC(=O)c2cccs2)c2ccccc2)cc1 (configuration not stated)	3.7	1	-7	-3	16	2	-2	0.1	-2	105
13	COc1ccccc1/C=C/C(C)=O	0.1	1	.	1	3	-4	10	0.1	14	98
14	Cc1ccc2c(Cl)cc(Cl)c(O)c2n1	-3.7	-1	20	-8	22	-4	-1	-0.4	17	105
15	CCOCc1c(C(=O)Nc2ccccc2N2CCN(C)CC2)oc2ccccc12	-2.6	-4	-5	-5	3	2	-3	0.3	-6	97
16	COCC(C)n1c(SC(C)C(=O)NC2CCCCC2C)nc2ccccc2c1=O (configuration not stated)	-3.8	-2	1	-3	0	4	0	0.2	-3	91
17	Cc1ccccc1N(Cc1ccccc1F)S(C)(=O)=O	-1.4	-12	0	1	3	2	-2	-0.3	4	63*
18	CN(C)c1ccc(/C=[N+](\[O-])C(C)(C)/C=N/O)cc1	0.4	-7	-1	2	-1	15	2	-0.2	-13	99
19	COc1ccc(NC2CCCN(C(=O)C3=NN(C)C(=O)CC3)C2)cc1OC (configuration not stated)	0.1	8	2	3	2	6	2	-0.1	1	104
20	COc1cc(C(F)(F)F)nc(-c2ccccn2)n1	-1.6	-2	-2	2	-3	15	-6	-0.2	4	101
21	O=C(CNC(=O)c1ccccc1)N/N=C/c1cn[nH]c1-c1ccccc1	-1.8	-10	-1	0	3	3	2	0.1	-3	98
22	O=C(CCNS(=O)(=O)c1ccc(OC(F)(F)F)cc1)NCCc1c[nH]c2ccccc12	-0.5	-13	-22	-4	-5	3	-3	0.1	-1	102
23	O=C1c2ccccc2C(=O)N1OCCCN1C(=O)c2ccccc2S1(=O)=O	-1.3	-4	-5	-2	-10	3	-6	0.1	8	31*
24	O=S(=O)(c1ccc(F)cc1)N1CCN(c2ccccn2)CC1	-2.2	-4	-2	-2	-3	1	0	0.2	-6	93
25	Cn1cccc1C(C#N)(CC#N)c1cccc(F)c1C#N (configuration not stated)	0.1	-3	6	1	0	-3	-4	0.1	0	99
26	O=C(NCCN1CCc2ccccc2C1)Nc1ccc([N+](=O)[O-])cc1	1.0	6	-5	3	6	1	-5	0.1	-3	98
27	COC(=O)c1cccc(NC(=O)CSc2nnc(C3CC3)n2C)c1	-0.7	8	?	0	-8	-1	5	0.0	2	97
28	COc1ccc(-c2nnn(Cc3ccccc3)n2)cc1	1.9	6	-3	-1	-10	6	-10	0.0	-1	104
29	Cc1ccc(C(=O)Nc2nc3ccc(S(C)(=O)=O)cc3s2)s1	-0.2	-1	5	-7	-3	2	8	-0.2	2	100
30	Cc1cc(NC(=O)NC2(C(F)(F)F)Oc3ccc(Cl)cc3O2)no1 (configuration not stated)	7.3	1	105*	-10	-5	-15	9	0.1	4	94
31	O=C(NCc1ccc2c(c1)OCO2)C1CCCN1S(=O)(=O)c1ccc(F)cc1 (configuration not stated)	-1.1	-8	-3	0	-1	7	-2	0.0	1	91
32	COCCNC(=O)c1ccccc1NC(=O)C1COc2ccccc2O1 (configuration not stated)	-1.3	-12	4	0	-2	14	4	1.9	6	98
33	COc1cccc(/C=N/NC(=O)C(c2ccncc2)N2CCOCC2)c1 (configuration not stated)	-0.6	4	4	-1	-1	0	-8	0.0	.	98
34	C=CCOc1nc(N2CCCC2)nc(N2CCCC2)n1	2.6	-12	-1	-4	1	14	-6	-0.1	-7	94
35	CCn1cc(S(=O)(=O)Nc2cc(F)ccc2C)cn1	1.8	4	1	1	-2	-5	-3	0.1	2	100
36	O=C(c1cc(COc2cccc3cnccc23)on1)N1CCC(c2ccccc2Cl)C1 (configuration not stated)	-3.2	5	-8	-1	3	3	8	0.6	3	106
37	Cc1[nH]n(C(N)=S)c(=O)c1N=Nc1cccc(Cl)c1	-1.0	0	-10	-1	-27	-4	7	0.1	0	95
38	CCOc1ccc(N2C(=O)/C(=C/c3cccs3)N(CC(=O)OC)C2=S)cc1	20*	8	97*	3	2	4	10	-0.2	8	99
39	CC(C)C[C@@H](COCc1ccc([N+](=O)[O-])cc1)N1CCN(C(=O)c2ccc(C(F)(F)F)cc2)CCC1=O	.	-6	.	.	2	.	1	0.1	.	100
40	O=C(Cc1ccccc1F)Nc1cccc(S(=O)(=O)N2CCOCC2)c1	-1.0	-19	-13	0	1	5	4	0.1	-1	99
41	Nc1cc(=O)[nH]c(SCC(=O)Nc2ccc(F)c(Cl)c2)n1	-2.7	1	-1	2	-1	0	-1	0.1	8	84
42	O=C(CCc1ccccc1)Nc1ccc(S(=O)(=O)NC2=NCCCCC2)cc1	-1.2	-3	2	0	4	2	-1	-0.1	1	94
43	O=S(=O)(c1ccc(N2CCCCCC2)nc1)N1CCCC1	-2.9	5	11	0	-3	-3	-1	-0.4	-5	100
44	CC(=O)N1c2ccc(S(=O)(=O)NCCC(=O)NC3CCCCCC3)cc2CC1C (configuration not stated)	1.1	0	-8	-2	-12	0	-4	-0.1	-4	97
45	COc1ccc(CCNC(=O)CN2c3cccc4cccc(c34)S2(=O)=O)cc1	-1.2	3	-4	-1	-4	1	10	0.0	-1	93
46	O=C(NC1CCCCC1)C(c1ccnc2ccccc12)n1c(=O)c(-c2cc3ccccc3[nH]2)nc2ccccc21 (configuration not stated)	.	51*	.	.	10	.	-9	1.2	.	.
47	CCn1c(SCC(=O)NCC2CCCO2)nc2cc(S(=O)(=O)N3CCCCC3)ccc21 (configuration not stated)	-1.6	-1	-3	0	-1	-1	0	-0.1	-7	97
48	C/C(=N\NC(=O)Cc1ccc(Cl)cc1)c1ccc(F)cc1	0.3	-1	-6	0	-4	-5	-10	0.2	9	99
49	COc1ccc(S(=O)(=O)N2CCC(C(=O)NC3CC(C)(C)NC(C)(C)C3)CC2)cc1	-2.0	3	-6	2	6	5	-1	0.0	3	96
50	CCCCC(=O)Nc1ncc(Br)s1	0.1	-1	-5	10	-4	1	-7	-0.2	-12	104
51	CC(=O)N1CCN(CC(O)COc2ccc(Br)cc2)CC1 (configuration not stated)	0.3	-6	-3	0	2	12	6	0.2	-5	98
52	COc1ccccc1NC(=S)NC(=O)CC(C)C	-1.4	-131	14	2	0	4	6	0.3	-18	90
53	O=C(NCC1CCCN1S(=O)(=O)c1cccs1)c1ccc(Cl)cc1 (configuration not stated)	0.7	2	-13	0	-1	2	1	0.2	2	97
54	NC(=O)c1ccsc1NC(=O)c1nc(-c2ccccc2)n(-c2ccccc2)n1	3.3	8	7	-10	-1	5	5	-0.2	1	96
55	CS/C(N)=N/S(=O)(=O)c1ccc(NC(C)=O)cc1	-0.9	-8	-4	2	3	1	0	0.7	-3	102
56	CCc1ccc(-c2ccc(C(=O)O)cc2)nc1	-0.1	-9	9	-2	-2	4	3	-0.3	-8	96
57	CNc1nc(Nc2ccccc2)nc(OCC(F)(F)F)n1	0.6	-9	1	2	-3	0	1	0.0	2	98
58	Cc1cc(NC(=O)COC(=O)C2CC(=O)N(c3cccc(C)c3C)C2)no1 (configuration not stated)	-2.1	2	12	0	3	-3	3	0.0	-12	105
59	O=C(Nc1nc(-c2cccs2)cs1)c1ccc([N+](=O)[O-])o1	-1.1	4	?	-11	-2	16	1	1.1	-3	101
60	OC(c1ccccc1)(c1nc(-c2ccc3ccccc3c2)cs1)C(F)(F)F (configuration not stated)	1.9	4	-10	2	-2	2	-15	-0.2	.	97

The listing continues.
item	SMILES	MC4R barr agon	NOD2 RIPK2 PPI	Vif inh	N-glyco inh	Granule exo inh	MC4R antag cAMP	ABHD5-PLIN5 inh	aDG glyco up	TLR9-MyD88 block	ABCB6 inh MLPCN
61	O=C(CN1C(=O)c2ccccc2S1(=O)=O)Nc1ccccn1	-0.7	2	4	1	1	9	5	0.2	-5	97
62	CN(CC(=O)Nc1ccc(F)c(F)c1)S(=O)(=O)c1cccc2nsnc12	-0.2	0	1	2	2	12	-1	0.1	-3	100
63	N#C/C(=C/c1cn(-c2ccccc2)nc1-c1cccc(OCc2ccc(F)cc2)c1)C(=O)NCCCn1ccnc1	-2.6	8	.	-4	38	7	10	2.0	-2	98
64	CN=C1S/C(=C\c2cn(CC(=O)OC)c3ccccc23)C(=O)N1C	-1.5	-2	-3	3	-3	-1	-6	-0.2	9	96
65	COc1cc(-c2nnc3sc(Cc4ccc(Cl)cc4)nn23)cc(OC)c1OC	14*	-13	6	3	-2	-66	-4	0.3	0	92
66	COc1ccc(-c2noc(CSc3nc4ccccc4c(=O)n3-c3ccc(C)cc3)n2)cc1	-0.3	-9	-8	-1	-6	0	12	-0.1	-3	96
67	O=C(CN1CCC(O)(c2ccc(F)cc2)CC1)NCc1ccc(F)cc1	1.4	-5	-3	4	0	15	-9	0.2	-5	98
68	Cc1cc([N+](=O)[O-])ccc1NCc1ccco1	-4.8	-2	1	0	-1	-7	-1	-0.1	3	95
69	CCc1nnc(NC(=O)CSc2nnc(C3CCCCC3)n2-c2cccc(Cl)c2)s1	-0.6	4	-16	4	-4	9	2	0.1	-1	95

As a working copy, two of the compounds above:
item	SMILES	MC4R barr agon	NOD2 RIPK2 PPI	Vif inh	N-glyco inh	Granule exo inh	MC4R antag cAMP	ABHD5-PLIN5 inh	aDG glyco up	TLR9-MyD88 block	ABCB6 inh MLPCN
61	O=C(CN1C(=O)c2ccccc2S1(=O)=O)Nc1ccccn1	-0.7	2	4	1	1	9	5	0.2	-5	97
62	CN(CC(=O)Nc1ccc(F)c(F)c1)S(=O)(=O)c1cccc2nsnc12	-0.2	0	1	2	2	12	-1	0.1	-3	100

An excerpt (hit frequency here may not be typical).
